Screening results: PubChem BioAssay, several laboratories
Spn DPM-DC inh: S. pneumoniae DPM-DC inhibitors, primary screen, biochemical, PK/LDH-coupled NADH fluorescence; purified DPM-DC; calls only at 10 µM; 0.49% of 65,000 active;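 active means the 320 compounds with the highest percent inhibition in the single-dose primary screen, excluding strongly autofluorescent ones, cut at about 32% in these data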;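 further: kinetic rate of NADH fluorescence loss reporting ADP formed by the decarboxylase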
Spn MK inh: S. pneumoniae MK inhibitors, primary screen, biochemical, PK/LDH-coupled NADH absorbance; mevalonate kinase [Streptococcus pneumoniae D39]; purified MK, PK/LDH-coupled NADH absorbance 340 nm; inhibition, % at 10 µM; 0.48% of 65,000 active; AID 555, 2006;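 active means ranked among the strongest by inhibition in the single 10 µM screen, a fixed top-ranked set picked for dose follow-up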; further: no value below 0 was filed
LYP inhibition: LYP phosphatase inhibitors, primary screen, biochemical, DiFMUP fluorescence, recombinant catalytic domain, 10 µM (AID 606); Tyrosine-protein phosphatase non-receptor type 22 (Homo sapiens); recombinant LYP catalytic domain, DiFMUP fluorescence; higher % means a stronger effect; inhibition, % at 10 µM, or IC50 in µM where a hit was titrated; 52,000 tested, under 10 active;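 active means IC50 under 40 µM in the dose-response test; inactive means IC50 of 40 µM or more, or never dose-tested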
TNAP inhibition: human TNAP enzyme inhibitors, biochemical, luminescent (AID 518); one-dose inhibition, % at 20 µM; IC50 in µM for titrated hits; purified TNAP enzyme, luminescent substrate readout; higher % means a stronger effect; Alkaline phosphatase, tissue-nonspecific isozyme (Homo sapiens); 0.09% of 64,000 active; in the data active means a potency from the dose series; inactive means the rest, 99 in 100 with inhibition below about 22%;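 further: plate controls were vehicle for no effect and reference inhibitor for full effect; many of its hits are not listed in these tables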
HPDE-C7K KRASV12: cytotoxicity in KRAS-transformed pancreatic duct cells, primary screen, cell-based, fluorescence, HTS (AID 431). 1.7% of 63,000 active. HPDE-C7K KRASV12 cells, Alamar Blue viability, 48 h; higher % means a stronger effect. cytotoxicity, % at 10 µM, or EC50 in µM where a hit was titrated;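 active means compounds whose percent cytotoxicity in the single-dose primary screen, scaled between solvent and toxic-drug controls, exceeds 50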;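 further: 0% = DMSO solvent wells and 100% = doxorubicin-treated wells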
HPDE-C7 viability: cytotoxicity in HPDE-C7 cells, cell-based, fluorescence, HTS (AID 430) | HPDE-C7 pancreatic duct cells viability, fluorescence; higher % means a stronger effect | cytotoxicity, % at 10 µM; hits with a dose series show EC50 in µM | 1.8% of 63,000 active;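 further: cells exposed to compound for 48 hours before viability readout; 0% = vehicle and 100% = reference cytotoxic drug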
Bfl-1 displacement: Bfl-1 inhibitors, primary screen, biochemical, fluorescence polarization, FITC-Bid, mouse (AID 432). Bcl-2-related protein A1 (Mus musculus). FITC-Bid BH3 peptide fluorescence polarization displacement; higher % means a stronger effect. one-dose displacement, % at 20 µM; IC50 in µM for titrated hits. 0.02% of 64,000 active; in the data active means a potency from the dose series; inactive means the rest, 99 in 100 with displacement below about 15%; further: strong numbers were not always called active
Spn PMK inh: S. pneumoniae PMK inhibitors, primary screen, biochemical, mevalonate pathway, pilot trial included; purified PMK, PK/LDH-coupled NADH absorbance 340 nm; inhibition, % at 10 µM; 0.49% of 65,000 active;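 active means top-ranked compounds by inhibition in the single 10 µM screen, taking a fixed number of the strongest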;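 further: 0% = full reaction with DMSO carrier and 100% = background rate without enzyme reaction; no value below 0 was filed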
HT1080 viability: cytotoxicity in HT1080 fibrosarcoma cells, cell-based, fluorescence readout (AID 620); HT1080 viability, fluorescence; higher % means a stronger effect; cytotoxicity, % at 10 µM; hits with a dose series show EC50 in µM; 0.42% of 87,000 active;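 further: cells exposed to compound overnight then 4 h with Alamar Blue; 0% = vehicle DMSO and 100% = killing control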
Spn PMK inh pilot replicates: further read-out of Spn PMK inh, marked with its call; inhibition, %; measured here: pilot screen replicates
Spn MK inh pilot replicates: second read-out of Spn MK inh, no call of its own (marks repeat the call); inhibition, %; measured here: pilot screen replicates
Spn DPM-DC inh pilot screen %: second read-out of Spn DPM-DC inh, no call of its own (marks repeat the call); inhibition, %; measured here: pilot screen trials
* marks the source's active call; other numbers are inactive results. Unless noted, no stated cut-off is given here; in the data, active means cytotoxicity above about 50%; inactive means the rest.

`O=C(NC1CCCc2ccccc21)C1CCN(S(=O)(=O)c2cccc3nsnc23)CC1` (stereo unspecified) gave Spn DPM-DC inh inactive, Spn MK inh 6, TNAP inhibition 6%, HPDE-C7K KRASV12 0%, HPDE-C7 viability -6%, Bfl-1 displacement 0%, Spn PMK inh 17 and HT1080 viability -2%.
For O=C1CCC(C(=O)N(Cc2ccco2)C2(C(=O)NC3CCCC3)CCCCC2)N1 (stereo unspecified) the results were Spn DPM-DC inh active, Spn MK inh 0, LYP inhibition 5%, TNAP inhibition 16%, HPDE-C7K KRASV12 -4%, HPDE-C7 viability -8%, Bfl-1 displacement -5%, Spn PMK inh 0, HT1080 viability 2%, Spn PMK inh pilot replicates 0.0, Spn MK inh pilot replicates 0.0 and Spn DPM-DC inh pilot screen % active.
Screening CC(C)C(=O)Nc1ccc(C(=O)N2CCN(C(=O)c3ccco3)CC2)cc1 returned Spn DPM-DC inh inactive, Spn MK inh 0, LYP inhibition 3%, TNAP inhibition 11%, HPDE-C7K KRASV12 -9%, HPDE-C7 viability 4%, Bfl-1 displacement 7%, Spn PMK inh 14 and HT1080 viability 30%.
COc1cc2c(C(=O)N3CCN(C)CC3)c(C)oc2cc1Br was read as Spn DPM-DC inh inactive, Spn MK inh 15, LYP inhibition 13%, TNAP inhibition 13%, HPDE-C7K KRASV12 -13%, HPDE-C7 viability -19%, Bfl-1 displacement 0%, Spn PMK inh 14 and HT1080 viability -5%.
Cc1nn(-c2ccccc2)c2c1C(O)n1c(nc3ccccc31)S2 (stereo unspecified) was read as Spn DPM-DC inh inactive, Spn MK inh active, LYP inhibition 14%, TNAP inhibition 12%, HPDE-C7K KRASV12 -6%, HPDE-C7 viability -26%, Bfl-1 displacement 2%, Spn PMK inh 10, HT1080 viability -6%, Spn PMK inh pilot replicates 1.5, Spn MK inh pilot replicates 20* and Spn DPM-DC inh pilot screen % 2.5.
`COCCNC(=O)c1ccc(NS(=O)(=O)c2cc(C)ccc2C)cc1` gave Spn DPM-DC inh inactive, Spn MK inh 6, LYP inhibition -12%, TNAP inhibition -2%, HPDE-C7K KRASV12 -9%, HPDE-C7 viability -9%, Bfl-1 displacement -7%, Spn PMK inh 12 and HT1080 viability -1%.
CCOC(=O)CSC1=C(C#N)C(=O)NC2(CCCCC2)S1 was read as Spn DPM-DC inh inactive, Spn MK inh 14, TNAP inhibition 21%, HPDE-C7K KRASV12 14%, HPDE-C7 viability 18%, Bfl-1 displacement -12%, Spn PMK inh 6, HT1080 viability -1%, Spn PMK inh pilot replicates 0.0, Spn MK inh pilot replicates 0.0 and Spn DPM-DC inh pilot screen % 0.5.
Screening CCn1c(=N)n(CC(=O)c2ccco2)c2ccccc21 returned Spn DPM-DC inh inactive, Spn MK inh 0, LYP inhibition 3%, TNAP inhibition 14%, HPDE-C7K KRASV12 2%, HPDE-C7 viability 7%, Bfl-1 displacement -7%, Spn PMK inh 14, HT1080 viability 0%, Spn PMK inh pilot replicates 0.5, Spn MK inh pilot replicates 0.0 and Spn DPM-DC inh pilot screen % 0.0.
Screening CC1(C)CC(=O)C2=C(C1)NC(=O)CC2c1cc(F)ccc1F (stereo unspecified) returned Spn DPM-DC inh inactive, Spn MK inh 0, LYP inhibition -11%, TNAP inhibition 8%, HPDE-C7K KRASV12 -1%, HPDE-C7 viability 2%, Bfl-1 displacement -6%, Spn PMK inh 14 and HT1080 viability 4%.
Screening CCOC(=O)C1(Cc2ccccc2)NC(c2ccccc2F)C2C(=O)N(CC)C(=O)C21 (stereo unspecified) returned Spn DPM-DC inh inactive, Spn MK inh 3, LYP inhibition 2%, TNAP inhibition -10%, HPDE-C7K KRASV12 -1%, HPDE-C7 viability 6%, Bfl-1 displacement 3%, Spn PMK inh 1 and HT1080 viability -7%.
For COc1ccc(-n2c(=O)cc(N3CCN(c4ccccc4)CC3)[nH]c2=O)cc1 the results were Spn DPM-DC inh inactive, Spn MK inh 11, TNAP inhibition -3%, HPDE-C7K KRASV12 1%, HPDE-C7 viability -5%, Bfl-1 displacement -8%, Spn PMK inh 14 and HT1080 viability 2%.
Screening COc1ccc(N2CCN(C(=O)CCNS(=O)(=O)c3ccc(Br)s3)CC2)cc1 returned Spn DPM-DC inh inactive, Spn MK inh 3, LYP inhibition 2%, TNAP inhibition 12%, HPDE-C7K KRASV12 -8%, HPDE-C7 viability -17%, Bfl-1 displacement -6%, Spn PMK inh 9, HT1080 viability -2%, Spn PMK inh pilot replicates 4.0, Spn MK inh pilot replicates 0.0 and Spn DPM-DC inh pilot screen % 0.5.
For O=C(Cc1c[nH]c2ccccc12)Nc1nc2ccccc2[nH]1 the results were Spn DPM-DC inh inactive, Spn MK inh 4, LYP inhibition 9%, TNAP inhibition 4%, HPDE-C7K KRASV12 10%, HPDE-C7 viability 5%, Bfl-1 displacement -5%, Spn PMK inh 15 and HT1080 viability 2%.
For CCCn1c(NCc2cc(C)ccc2O)nc2ccccc21 the results were Spn DPM-DC inh inactive, Spn MK inh 0, LYP inhibition 15%, TNAP inhibition -1%, HPDE-C7K KRASV12 -17%, HPDE-C7 viability -27%, Bfl-1 displacement 2%, Spn PMK inh 16, HT1080 viability -1%, Spn PMK inh pilot replicates 2.0, Spn MK inh pilot replicates 0.0 and Spn DPM-DC inh pilot screen % 1.5.
`CCN(CC)CCCn1c(C)cc2c(c1=O)C(c1cc(OC)c(OC)cc1OC)C(C#N)=C(N)O2` (stereo unspecified) gave Spn DPM-DC inh inactive, Spn MK inh 1, LYP inhibition 6%, TNAP inhibition 8%, HPDE-C7K KRASV12 -20%, HPDE-C7 viability 10%, Bfl-1 displacement -6%, Spn PMK inh 7 and HT1080 viability -4%.
CCOC(=O)COn1c(=O)c(-c2cccs2)[n+]([O-])c2ccccc21 was read as Spn DPM-DC inh inactive, Spn MK inh 5, TNAP inhibition 7%, HPDE-C7K KRASV12 -18%, HPDE-C7 viability -16%, Bfl-1 displacement 46%, Spn PMK inh 4 and HT1080 viability 4%.
CCc1nc2sc3c(c2c(=O)n1N)CCC3 was read as Spn DPM-DC inh inactive, Spn MK inh 3, TNAP inhibition 2%, HPDE-C7K KRASV12 -6%, HPDE-C7 viability 1%, Bfl-1 displacement -5%, Spn PMK inh 9 and HT1080 viability -3%.
`O=C(Nc1ccc2c(c1)OCCO2)C1CCN(S(=O)(=O)c2cccc3nsnc23)CC1` gave Spn DPM-DC inh inactive, Spn MK inh 0, LYP inhibition 1%, TNAP inhibition -6%, HPDE-C7K KRASV12 -17%, HPDE-C7 viability -19%, Bfl-1 displacement -9%, Spn PMK inh 18 and HT1080 viability 3%.
For COC(=O)c1cc2oc(C)cc2n1CC(=O)Nc1ccc(C)c(C)c1 the results were Spn DPM-DC inh inactive, Spn MK inh 8, LYP inhibition -2%, TNAP inhibition 19%, HPDE-C7K KRASV12 27%, HPDE-C7 viability 19%, Bfl-1 displacement -4%, Spn PMK inh 6, HT1080 viability 6%, Spn PMK inh pilot replicates 0.5, Spn MK inh pilot replicates 0.0 and Spn DPM-DC inh pilot screen % 0.0.
Screening COC(=O)c1ccccc1NC(=O)C1CCN(C(=O)c2cc(OC)c(OC)c(OC)c2)CC1 returned Spn DPM-DC inh inactive, Spn MK inh 5, LYP inhibition -2%, TNAP inhibition 8%, HPDE-C7K KRASV12 -10%, HPDE-C7 viability -19%, Bfl-1 displacement -4%, Spn PMK inh 0 and HT1080 viability -4%.
Screening O=C(c1cccc(F)c1)N1CCN(CC2CC3C=CC2C3)CC1 (stereo unspecified) returned Spn DPM-DC inh inactive, Spn MK inh 30, TNAP inhibition 7%, HPDE-C7K KRASV12 4%, HPDE-C7 viability -8%, Bfl-1 displacement -2%, Spn PMK inh 21 and HT1080 viability 2%.
Screening Cc1ccc(NC(=O)N2CCC(C(=O)NCc3ccccc3)CC2)cc1 returned Spn DPM-DC inh inactive, Spn MK inh 16, LYP inhibition 8%, TNAP inhibition 4%, HPDE-C7K KRASV12 5%, HPDE-C7 viability 5%, Bfl-1 displacement -9%, Spn PMK inh 8 and HT1080 viability 2%.
C=CCn1c(=O)c2ccccc2n2c(SCC(=O)NCc3cccs3)nnc12 was read as Spn DPM-DC inh inactive, Spn MK inh 8, LYP inhibition 12%, TNAP inhibition 10%, HPDE-C7K KRASV12 -15%, HPDE-C7 viability -5%, Bfl-1 displacement -9%, Spn PMK inh 10 and HT1080 viability -7%.
`Cc1nc(N2CCC(C)CC2)c2oc3ccccc3c2n1` gave TNAP inhibition 3%, HPDE-C7K KRASV12 -6%, HPDE-C7 viability 3%, Bfl-1 displacement -7% and HT1080 viability -22%.
For CCN1C(=O)C2(C(C#N)=C(N)Oc3n[nH]c(COC)c32)c2ccccc21 (stereo unspecified) the results were Spn DPM-DC inh inactive, Spn MK inh 0, TNAP inhibition 5%, HPDE-C7K KRASV12 -14%, HPDE-C7 viability -14%, Bfl-1 displacement 0%, Spn PMK inh 0 and HT1080 viability -2%.
`Cn1cc(S(=O)(=O)CC(=O)Nc2ccc(Br)cc2)c2ccccc21` gave Spn DPM-DC inh inactive, Spn MK inh 5, LYP inhibition 8%, TNAP inhibition 12%, HPDE-C7K KRASV12 2%, HPDE-C7 viability 8%, Bfl-1 displacement 3%, Spn PMK inh 0 and HT1080 viability 18%.
CCOc1nc(Nc2ccc(-c3nc4ccccc4o3)cc2)nc(N2CCOCC2)n1 was read as Spn MK inh 0, LYP inhibition 8%, TNAP inhibition 8%, HPDE-C7K KRASV12 11%, HPDE-C7 viability 0%, Bfl-1 displacement -2%, Spn PMK inh 8 and HT1080 viability 2%.
COc1ccc(C(=O)NCc2cn3c(C)csc3n2)cc1OC was read as Spn DPM-DC inh active, Spn MK inh 3, LYP inhibition 9%, Spn PMK inh 4 and HT1080 viability 41%.

Random excerpt: 2 compounds from above
COc1ccc(C(=O)NCc2cn3c(C)csc3n2)cc1OC was read as Spn DPM-DC inh active, Spn MK inh 3, LYP inhibition 9%, Spn PMK inh 4 and HT1080 viability 41%.
Screening O=C(c1cccc(F)c1)N1CCN(CC2CC3C=CC2C3)CC1 (stereo unspecified) returned Spn DPM-DC inh inactive, Spn MK inh 30, TNAP inhibition 7%, HPDE-C7K KRASV12 4%, HPDE-C7 viability -8%, Bfl-1 displacement -2%, Spn PMK inh 21 and HT1080 viability 2%.
